Rac1 GTP hydrolysis: MgcRacGAP GTPase-activating activity inhibitors, confirmation, biochemical, ADP Hunter fluorescence; Rac GTPase-activating protein 1 (Homo sapiens); MgcRacGAP-stimulated Rac1 GTP hydrolysis, ADP Hunter fluorescence; higher % means a stronger effect; GST-tagged Rac1 F28L mutant substrate; one-dose inhibition, % at 30 µM; IC50 in µM for titrated hits; hit rate 0.6% among 340,000; AID 624330, 2012;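 active means first-screen hits whose inhibition reached a set limit at any dose in the follow-up dose series; inconclusive means inhibition above the set first-screen limit but never retested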;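 further: fluorescence reports GDP produced by GAP-driven GTP hydrolysis; strong numbers were not always called active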
Siah-1 displacement: Siah-1 peptide-binding antagonists, primary screen, biochemical, fluorescence polarization, rhodamine-plectin, uHTS (AID 1817). Siah-1 / rhodamine-plectin peptide fluorescence polarization; higher % means a stronger effect. hit rate 0.02% among 290,000. one-dose displacement, % at 20 µM; IC50 in µM for titrated hits. E3 ubiquitin-protein ligase SIAH1 (Homo sapiens);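 active means displacement of at least 50% at 20 µM, with a fluorescence ratio check between 0.3 and a set limit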;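 further: plate controls were Siah plus tracer with DMSO for no effect and tracer alone without Siah for full effect; strong numbers were not always called active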
SV40 large T antigen: SV40 large T antigen inhibitors, biochemical (AID 1903); inhibition, % at 20 µM, or IC50 in µM where a hit was titrated; SV40 large T antigen ATPase/helicase inhibition assay; higher % means a stronger effect; hit rate 0.39% among 310,000; in the data active means a potency from the dose series; inconclusive means inhibition mostly from about 32% at the one dose, without a potency; inactive means the rest, 99 in 100 with inhibition below about 32%; further: strong numbers were not always called active
RSV CPE inhibition: RSV antiviral activity via CPE protection, HEp-2 cells, primary 10 µM value included (AID 2391); HEp-2 cells, RSV-induced CPE inhibition; higher % means a stronger effect; one-dose CPE inhibition, % at 10 µM; IC50 in µM for titrated hits; hit rate 0.13% among 310,000; in the data active means a potency from the dose series; inconclusive means CPE inhibition mostly from about 23% at the one dose, without a potency; inactive means the rest, 99 in 100 with CPE inhibition below about 21%; further: strong numbers were not always called active
Dengue-2 NS5 capping: Dengue-2 NS5 methyltransferase inhibitors, primary screen, biochemical, confirmation dose response (AID 588689); Genome polyprotein (Dengue virus type 2 (strain 16681-PDK53)); inhibition, % at 25 µM, or IC50 in µM where a hit was titrated; Dengue-2 NS5 methyltransferase capping enzyme assay, biochemical; higher % means a stronger effect; hit rate 0.3% among 340,000; in the data active means a potency from the dose series; inconclusive means inhibition above about 29% without an active follow-up result
NTR1 ag: agonists of NTR1, primary screen, imaging, U2OS cells, beta-arrestin-GFP, high content (AID 493036) | Neurotensin receptor type 1 (Homo sapiens), P30989 | hit rate 0.17% among 330,000 | activation, % at 20 µM | NTR1-U2OS beta-arrestin-GFP spot imaging, agonist mode;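 active means activation at or above 40% of the spot to cytoplasm intensity ratio, with at least 20 cells analyzed; inconclusive means wells under 20 cells, flagged as cytotoxic or low count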;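 further: 0% = DMSO without peptide and 100% = 100 nM NTR1 peptide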
Target sequence (P30989 whole entry, looked up): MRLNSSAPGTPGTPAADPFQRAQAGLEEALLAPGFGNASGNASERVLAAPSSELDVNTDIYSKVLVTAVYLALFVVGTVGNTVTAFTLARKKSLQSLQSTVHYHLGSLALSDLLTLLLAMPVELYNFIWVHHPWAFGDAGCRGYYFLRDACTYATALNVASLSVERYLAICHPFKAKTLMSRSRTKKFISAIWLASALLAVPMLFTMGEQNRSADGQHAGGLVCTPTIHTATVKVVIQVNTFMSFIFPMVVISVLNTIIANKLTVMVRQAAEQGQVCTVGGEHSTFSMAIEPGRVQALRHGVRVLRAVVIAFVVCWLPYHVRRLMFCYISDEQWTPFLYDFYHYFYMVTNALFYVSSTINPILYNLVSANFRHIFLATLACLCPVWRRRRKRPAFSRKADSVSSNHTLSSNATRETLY
AID2073: inhibitors of Mint1-CaV2.2 protein interaction, biochemical, HTRF (AID 2073) | one-dose inhibition, % at 20 µM; IC50 in µM for titrated hits | Voltage-dependent N-type calcium channel subunit alpha-1B (Homo sapiens) | hit rate 0.19% among 290,000 | HTRF protein-protein interaction, Mint1-CaV2.2; higher % means a stronger effect; in the data active means inhibition mostly above about 51%, no sharp cut-off; inconclusive means no clear call, values can overlap the other calls; inactive means mostly below about 53%; further: some results filed as inactive read as strong as hits
West Nile virus CPE: West Nile virus antiviral activity, cell-based, CPE readout (AID 1621); West Nile virus-infected cells, CPE inhibition; higher % means a stronger effect; one-dose CPE inhibition, % at 10 µM; IC50 in µM for titrated hits; hit rate 0.02% among 290,000; in the data active means a potency from the dose series; inconclusive means CPE inhibition mostly from about 3.7% at the one dose, without a potency; inactive means the rest, 99 in 100 with CPE inhibition below about 2.2%; further: strong numbers were not always called active
UTI89 phage lysis: inhibition of K1F phage lysis, E. coli UTI89, bacterial capsule biogenesis inhibitors, alamar blue (AID 488966); hit rate 0.02% among 340,000; E. coli UTI89 K1F phage lysis, alamar blue, 2 h; higher % means a stronger effect; inhibition, % at 100 µM; hits with a dose series show IC50 in µM;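 active means phage lysis inhibition, versus mean bacterial control, above a set limit; inconclusive means no clear call, values can overlap the other calls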;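 further: capsule biogenesis inhibitors block K1F phage lysis so surviving cells raise fluorescence; higher fluorescence means more inhibition of phage lysis; actives were called in the ten point dose series up to 300 µM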
NTR1 ag cell count 20 µM: second read-out of NTR1 ag, no call of its own (marks repeat the call); cell count; measured here: cell count, cytotoxicity flag
Dengue-2 NS5 capping pilot replicate: further read-out of Dengue-2 NS5 capping, marked with its call; inhibition, %; measured here: pilot screen replicate inhibition
* hit, by the source's call; i = inactive; ? = inconclusive; nt = not tested or not shown; ! = not confirmed by another sample; [ ] = remark or other dose.

SMILES	Rac1 GTP hydrolysis	Siah-1 displacement	SV40 large T antigen	RSV CPE inhibition	Dengue-2 NS5 capping	NTR1 ag	NTR1 ag cell count 20 µM	AID2073	West Nile virus CPE	UTI89 phage lysis	others
O=S(=O)(c1ccccc1)c1nc(-c2ccco2)oc1NCc1ccco1	9%	-2%	2%	0.4%	-9%	2.4	57	2%	0.3%	0.2%
CC(CN1CCCCC1)OC(=O)C1c2ccccc2Oc2ccccc21 (stereo unspecified)	10%	-8%	10%	1.3%	-9%	-2.7	83	-8%	0.3%	0.4%
C[n+]1cc[nH]c1SCC(=O)c1ccc(Cl)cc1	0%	2%	6%	0.3%	3%	2.4	32	10%	-0.6%	0.5%
O=C(NCc1ccccn1)c1cccc(S(=O)(=O)N2CCCCC2)c1	4%	nt	nt	0.8%	-8%	-0.1	66	nt	nt	1.1%[50 µM]
CCCN1C(=O)c2cc(C(=O)O)ccc2C1O (stereo unspecified)	6%	7%	7%	-0.7%	-8%	1.4	85	7%	0.9%	4.5%
COc1cc(OC)cc(-c2cn[nH]c2N)c1	-1%	1%	14%	-1.2%	9%	-1.1	41	10%	0.2%	-1.9%
Cc1ccccc1-n1c(C)nnc1SCc1nc2ccccc2s1	0%	3%	?	3.0%	-7%	-0.8	60	32%	-0.6%	0.4%
COc1ccccc1C(C#N)c1cccc(Cl)n1 (stereo unspecified)	7%	0%	8%	4.0%	-3%	-0.3	80	7%	-1.4%	0.0%
CC(=O)n1cc(CO)c2ccccc21	-12%	1%	5%	2.3%	-1%	0.1	89	1%	0.0%	-2.4%
CC(C)c1ccccc1OCCCN1CCCC1	?	3%	9%	-0.2%	0%	-0.8	65	0%	-1.1%	0.2%	Dengue-2 NS5 capping pilot replicate=-1.5
COc1cccc(-c2ccc3nnc(SCC(=O)N4CCCC4)n3n2)c1	14%	nt	4%	-0.3%	1%	-0.2	63	nt	nt	0.9%[50 µM]
O=C(OCC(=O)N1CCc2ccccc21)C1CCCN1S(=O)(=O)c1ccc(Cl)cc1 (stereo unspecified)	3%	nt	nt	0.6%	-7%	0.6	69	nt	nt	-0.1%
O=Cc1cccn1-c1ccc2ccccc2c1	5%	-2%	3%	-0.8%	-11%	1.4	34	-2%	0.0%	0.1%
O=C(CC12CC3CC(CC(C3)C1)C2)NCC(=O)OCc1cc(=O)oc2ccc3ccccc3c12	15%	6%	14%	5.5%	2%	-0.7	81	16%	-0.7%	0.4%
CC(C)n1c(CSCc2ccc(Cl)cc2Cl)n[nH]c1=S	-8%	9%	12%	-0.3%	1%	15	83	-15%	-2.2%	0.6%
CC1=C(c2ccc(F)cc2)[N+](=O)C(C)(C)N1[O-]	6%	-5%	9%	1.4%	-15%	1.8	64	-14%	0.3%	-0.2%
CCOc1ccc(N(C(=O)/C=C/C(=O)Nc2cc(C)on2)C(C(=O)NC2CCCC2)c2ccccc2C)cc1 (stereo unspecified)	10%	1%	2%	2.0%	-4%	4.4	58	-5%	1.2%	0.2%
C/C(=N/NC(=O)c1ccccc1O)c1ccc(N2C(=O)C3CCCCC3C2=O)cc1 (stereo unspecified)	4%	-3%	-1%	1.1%	-16%	1.8	91	14%	0.6%	i
O=C1CCN(Cc2ccccc2)CCN1[C@H](CO)Cc1ccccc1	6%	13%	16%	0.8%	-6%	-2.6	55	-2%	-0.6%	0.2%
COc1ccc(C(=O)N2CCCC(CCC(=O)NCc3ccc(F)c(F)c3)C2)o1 (stereo unspecified)	2%	3%	15%	-0.2%	-5%	-1.0	46	20%	-0.2%	-1.0%
Cc1nn(CC(=O)N2CCN(c3ccccc3)CC2)c(=O)c2cccn12	12%	2%	2%	1.2%	2%	-0.1	62	13%	0.1%	0.7%
CC1CCN(C(=O)COc2cccc3c2CCN(C)C3=O)CC1	2%	8%	-4%	0.7%	-9%	-0.6	59	2%	-1.1%	0.5%
Cc1nn(CC(=O)N(C)Cc2ccc(F)cc2)c(C)c1[N+](=O)[O-]	10%	-5%	4%	0.9%	5%	-0.6	45	0%	-0.1%	3.4%
CCCNC(=O)c1ccccc1SCc1c(C)noc1C	5%	3%	7%	0.6%	-3%	0.7	72	4%	0.0%	-0.2%
Cc1nc(NCCCN2CCOCC2)c2oc3ccccc3c2n1	7%	9%	0%	2.5%	0%	-1.4	34	16%	-0.3%	1.3%
C/C=C/CSc1nc2c(c(=O)[nH]c(=O)n2C)n1Cc1ccc(C)cc1	1%	0%	7%	2.0%	1%	2.6	51	-17%	0.0%	0.4%
Nc1c(-c2ccccc2)cnn1-c1cccc(C(F)(F)F)c1	11%	-2%	5%	1.7%	0%	1.0	53	32%	-0.6%	-0.2%
O=[N+]([O-])c1cccc(S(=O)(=O)Nc2ccc(S(=O)(=O)N3CCCC3)cc2)c1	5%	-3%	10%	1.6%	-4%	1.1	53	2%	0.3%	0.6%
COCCn1c(C(C)C)nc2ccccc21	9%	1%	6%	1.4%	-5%	-0.3	59	3%	1.3%	0.3%
COc1ccc(N2CSC3=C(C#N)C(c4cc(OC)ccc4OC)CC(=O)N3C2)c(OC)c1 (stereo unspecified)	?	1%	63µM*!	-0.2%	26%	1.5	88	69%*	0.5%	1.2%
COc1cc(/C=C/C(=O)O)cc(S(=O)(=O)N2CCc3ccccc32)c1OC	7%	-3%	21%	-1.0%	-2%	-1.0	63	8%	-0.1%	0.4%
CCN(CC)S(=O)(=O)c1ccc(/C=C/C(=O)OCC(=O)NCc2ccco2)cc1	7%	nt	nt	nt	5%	1.5	68	nt	nt	0.7%[50 µM]
CCOC(=O)c1cccc(NC(=O)c2ccc3c(c2)OCO3)c1	10%	5%	3%	17%	7%	0.4	58	3%	-0.8%	-1.3%
CC(=O)NS(=O)(=O)c1ccc(Nc2ccc([N+](=O)[O-])c3nonc23)cc1	-6%	16%	20%	0.4%	6%	1.6	65	-2%	0.0%	-0.2%
O=C(NCc1ccccc1)c1ccc2c(=O)n(CCCN3CCCC3=O)c(=S)[nH]c2c1	5%	2%	6%	1.7%	-11%	0.9	66	-6%	1.1%	0.3%
CCCCC(=O)Nc1cccc(NC(=S)NC(=O)COc2ccccc2Cl)c1	5%	1%	0%	0.5%	1%	0.8	49	-5%	1.6%	1.2%
O=C(OCCN1CCCCC1)c1c[nH]c2ccccc12	2%	nt	11%	-1.4%	4%	-2.3	46	nt	nt	6.8%
COCCSc1nnc(NC(=O)c2ccc3c(c2)OCO3)s1	8%	12%	3%	0.3%	0%	3.3	43	4%	0.0%	0.2%
O=C(COc1ccccc1)N=C1SC2CS(=O)(=O)CC2N1Cc1ccccc1 (stereo unspecified)	12%	5%	7%	2.2%	1%	0.4	62	32%	0.1%	0.0%
Cc1onc(-c2ccccc2Cl)c1-c1nc(-c2ccccn2)no1	0%	2%	4%	8.3%	-2%	1.0	86	-3%	nt	-0.3%

5 consecutive compounds out of the list so far, for reference:
SMILES	Rac1 GTP hydrolysis	Siah-1 displacement	SV40 large T antigen	RSV CPE inhibition	Dengue-2 NS5 capping	NTR1 ag	NTR1 ag cell count 20 µM	AID2073	West Nile virus CPE	UTI89 phage lysis	others
COCCn1c(C(C)C)nc2ccccc21	9%	1%	6%	1.4%	-5%	-0.3	59	3%	1.3%	0.3%
COc1ccc(N2CSC3=C(C#N)C(c4cc(OC)ccc4OC)CC(=O)N3C2)c(OC)c1 (stereo unspecified)	?	1%	63µM*!	-0.2%	26%	1.5	88	69%*	0.5%	1.2%
COc1cc(/C=C/C(=O)O)cc(S(=O)(=O)N2CCc3ccccc32)c1OC	7%	-3%	21%	-1.0%	-2%	-1.0	63	8%	-0.1%	0.4%
CCN(CC)S(=O)(=O)c1ccc(/C=C/C(=O)OCC(=O)NCc2ccco2)cc1	7%	nt	nt	nt	5%	1.5	68	nt	nt	0.7%[50 µM]
CCOC(=O)c1cccc(NC(=O)c2ccc3c(c2)OCO3)c1	10%	5%	3%	17%	7%	0.4	58	3%	-0.8%	-1.3%

More structures follow:
SMILES	Rac1 GTP hydrolysis	Siah-1 displacement	SV40 large T antigen	RSV CPE inhibition	Dengue-2 NS5 capping	NTR1 ag	NTR1 ag cell count 20 µM	AID2073	West Nile virus CPE	UTI89 phage lysis	others
S=C(NCC1CCCO1)NC1CCCCC1 (stereo unspecified)	4%	-4%	25%	2.4%	7%	1.4	55	-2%	0.7%	-0.2%
CC(=O)c1c(C)[nH]c(C(=O)OCC(=O)Nc2nnc(-c3ccccc3)o2)c1C	1%	nt	nt	0.3%	-3%	-2.0	62	nt	nt	-0.6%
CCc1ccc(C(=O)NNC(=S)Nc2ccc(S(N)(=O)=O)cc2)s1	12%	2%	38%	2.7%	-3%	0.2	30	-2%	0.5%	-0.9%
CCOC(=O)C1(CCOc2ccccc2)CCN(Cc2ccc(C#CCCO)cc2)CC1	7%	0%	28%	19%	-2%	0.4	54	11%	-1.0%	0.0%
CCOc1ccc(NC(=O)CSc2nc(C)cc(C)n2)cc1	5%	4%	4%	15%	-4%	0.5	49	-1%	-0.5%	8.8%
Cc1ccc(NC(=O)CCNS(=O)(=O)c2ccc3c(c2)oc(=O)n3C)c(C)c1	13%	0%	4%	0.3%	1%	1.4	77	0%	-0.7%	-0.1%
COC(=O)c1ccc(NC(=O)CCN2C(=O)CSC2=O)cc1	3%	-2%	7%	-0.5%	3%	0.7	40	-5%	0.4%	0.6%
COCCNC(=O)C(c1ccc(C)o1)N(Cc1ccco1)C(=O)c1snc(C(N)=O)c1N (stereo unspecified)	6%	-2%	5%	0.2%	-3%	-1.3	53	3%	0.3%	2.4%
Cc1noc(C)c1COC(=O)COc1ccc(-c2ccccc2)cc1	6%	5%	10%	2.3%	-3%	-0.9	66	4%	0.1%	1.2%[50 µM]
CCCNS(=O)(=O)c1ccc(OCC(=O)NCC2CCCO2)cc1 (stereo unspecified)	6%	10%	9%	0.6%	1%	0.3	51	-10%	0.0%	-0.4%
Fc1ccc(-c2nnc3ccccn23)cc1	1%	0%	6%	nt	-9%	nt	nt	33%	0.1%	0.5%
CC(=O)NC12CC3CC(C1)CC(C(=O)N1CCN(S(=O)(=O)c4cccc(C(F)(F)F)c4)CC1)(C3)C2	2%	nt	11%	0.0%	-2%	0.8	57	nt	nt	-0.4%[50 µM]
COc1ccc(OC)c(/C=C/C(=O)Nc2cccc(S(=O)(=O)N3CCCC3)c2)c1	2%	-4%	5%	18%	-3%	-1.1	42	50%	-0.1%	0.4%
